From PubChem
NCI-60 one-dose screen, 48 h, at 10 µM unless noted. Numbers give growth in % (100 = growth as untreated, 0 = no growth, -100 = all killed).
UACC-257 – UACC-257 melanoma | 78,000 tested, 4.4% active
MDA-MB-435 – MDA-MB-435 melanoma | 82,000 tested, 7.8% active
SK-MEL-5 – SK-MEL-5 melanoma; 80,000 tested, 6.4% active
SK-MEL-2 – SK-MEL-2 melanoma. 77,000 tested, 4.7% active. AID 1794763
A549/ATCC – A549/ATCC NSCLC | 81,000 tested, 3.7% active | AID 1794740
SK-MEL-28 – SK-MEL-28 melanoma; 81,000 tested, 4.1% active; AID 1794761
M14 – M14 melanoma; 80,000 tested, 6.2% active; AID 1794745
UACC-62 – UACC-62 melanoma | 81,000 tested, 5.4% active
Numbers without * were called inactive; . = no result given; & = joins results of further samples; [ ] = dose if it differs, or a comment. The calls were made as follows: active = growth percent below 10; inactive = the rest.

SMILES	UACC-257	MDA-MB-435	SK-MEL-5	SK-MEL-2	A549/ATCC	SK-MEL-28	M14	UACC-62
Nc1nc(N)c2cc(Sc3ccc4ccccc4c3)ccc2n1	33	34	23	75	15	62	16	27
CC(C)(C)c1ccc(NCc2cn(-c3ccc(C(=O)O)cc3)nc2-c2cc(C(F)(F)F)cc(C(F)(F)F)c2)cc1	94	93	97	97	80	94	87	78
CC1=C(CCN2CCN(c3ccccc3)CC2)C(=O)N2N=C(c3ccc(Cl)cc3)SC2N1 (stereo not given)	102	96	99	116	99	101	104	92
CCCN1CCN(c2ccc3nc(-c4ccc5nc(-c6ccc(OCC)c(OCC)c6)[nH]c5c4)[nH]c3c2)CC1	-30*	-88*	-94*	-74*	-50*	-87*	-66*	-85*
O=S1(=O)N(CCNc2nccc(-c3c(-c4cccc(O)c4)nc4sccn34)n2)CCN1Cc1ccccc1	37	46	31	19	65	60	28	21
COc1ccc(/C=C2/C=C(c3ccc(Cl)c(Cl)c3)OC2=O)cc1	99	100	101	103	103	108	95	91
O=C(O)c1cc(Br)c(O)cc1O	101	111	109	126	111	108	109	102
COc1cc(Cl)cc(-c2nn(C(=O)NS(=O)(=O)c3ccccc3)cc2-c2ccncc2)c1	110	91	93	99	79	99	86	83
NS(=O)(=O)c1ccc(N2N=C(c3ccc(NC(=S)Nc4ccccc4)cc3)CC2c2ccc(Br)cc2)cc1 (stereo not given)	86	55	51	55	61	63	48	60
CC1=CC(O)=C(C#N)C(C)(C)C1(C#N)C(=O)O (stereo not given)	104	110	99	.	99	112	100	97
N#CC(C#N)=Cc1cc2ccccc2nc1Sc1ccc(Br)cc1	102	98	93	99	103	103	89	67
Nc1nc(N)c2c(n1)NC(c1ccc(F)cc1)CC(c1ccc(Nc3nc(NCCO)nc(N4CCOCC4)n3)cc1)=N2 (stereo not given)	105	105	79	92	100	96	105	101
COc1ccc(OC)c(/C=C/c2nc(SC)n(-c3ccc(Cl)cc3)n2)c1	87	8.7*	53	88	65	85	60	49
CN(C)CCC(=O)C(=Cc1ccccc1Cl)C(=O)CCN(C)C	100	99	101	133	102	110	105	92
Cc1ccc(/C=C(/C#N)n2nnc3ncccc32)cc1	31	-53*	12	17	2.1*	28	-4.8*	22
CCN(CC)C(=O)/C=C(/C)c1ccccc1	110	108	90	113	113	106	104	103
Cc1cc(NC(=O)c2ccc(N=Nc3c(S(=O)(=O)O)cc4cc(NC(=O)c5ccc(N)cc5)ccc4c3O)cc2)ccc1N=Nc1ccc2cc(S(=O)(=O)O)cc(S(=O)(=O)O)c2c1	112	106	104	101	105	109	103	99
O=C(O)c1ccc(N=Cc2c(O)n(CC(=O)c3ccc(Cl)cc3)c3ccccc23)cc1	106	103	102	109	107	115	100	98
O=C(Nc1ccc(Br)cc1F)c1cc(I)ccc1O	-13*	4.8*	-68*	-27*	4.3*	19	17	3.5*
CCCCCn1c(O)c(N=NC2=NC3C(N2)N(CC)C(=O)N3CC)c2cc(C)ccc21 (stereo not given)	94	94	60	97	77	99	100	90
O=C(Nc1cccc([N+](=O)[O-])c1)c1cccc(C(=O)Nc2cccc([N+](=O)[O-])c2)c1	77	83	94	64	60	77	85	75
COc1ccc(NC(=S)Nc2ccc(S(=O)(=O)N3CCCCC3)cc2)cc1	97	97	100	113	96	95	86	93
Fc1ccc(/C=C/c2cc(/C=C/c3ccc(F)cc3)on2)cc1	92	106	99	97	90	117	114	97
CC1=NN(c2cc(Cl)c(S(=O)(=O)O)cc2Cl)C(=O)C1	100&106	118&109	110&107	115&113	97&99	113&107	104&114	94&112
Cc1onc(-c2ccccc2)c1C(=O)Nc1sc(C(C)C)cc1C(N)=O	87	91	99	105	77	107	103	93
(next part)
SMILES	UACC-257	MDA-MB-435	SK-MEL-5	SK-MEL-2	A549/ATCC	SK-MEL-28	M14	UACC-62
CNC(=O)c1cc(-c2ccc(NC(=O)Nc3cc(C(F)(F)F)cc(C(F)(F)F)c3)cc2)nc2cccnc12	106	92	97	116	85	105	105	80
Clc1nnc2ccc(Oc3cccc(-c4ccc(OCc5ccccc5)cc4)c3)nn12	97	90	71	77	89	101	84	72
COc1cc(CNC(=O)Cc2ccccc2)ccc1OCc1cn(-c2ccc(Cl)cc2)nn1	85	94	71	102	89	93	103	76
N/C(=N\c1nc2ccccc2s1)NC(=O)Nc1c(Cl)cccc1Cl	75	-18*	22	6.0*	39	51	22	24
CSC1=NN(c2ccccc2)CN(c2ccccc2)N1C	100	98	96	104	89	100	100	93
Cc1ccc2nc(-c3ccc(OCC(=O)NN)cc3)[nH]c2c1	97	97	106	95	94	104	106	95
O=C(NC(C(=O)NO)c1ccc(-c2cc(F)c(F)c(F)c2)cc1)c1ccc(O)c(F)c1 (stereo not given)	91	93	94	98	89	106	99	92
N#C/C(=C\c1ccc(C(F)(F)F)cc1)c1cc2ccccc2[nH]1	104	97	96	96	100	102	108	95
CCNC(=O)c1onc(-c2ccccc2)c1-c1cc(OC)c2c(c1OC)OCO2	102	102	102	103	99	106	94	94
C#CC[C@H](N)C(=O)O	101[20 µM]	102[20 µM]	102[20 µM]	110[20 µM]	99[20 µM]	110[20 µM]	100[20 µM]	95[20 µM]
FC(F)(F)c1cc(-c2nnc3n2NC(=NCC2CC2)CS3)cc(C(F)(F)F)c1	102	99	95	125	96	108	116	99
CC(C)C(=O)Nc1ccc(/C=C2/C=Cc3ccccc32)cc1	102	98	86	105	90	103	97	98
CN(C)c1ccc(C=C2c3ccccc3-c3ccccc32)cc1	98	23	100	90	101	91	77	.
CCC1SC(N)=NC1=O (stereo not given)	107	109	108	124	104	125	119	111
OC(CCc1ccccc1)c1ccccc1 (stereo not given)	101	111	130	112	97	103	91	105
COc1cc(-c2ccc3cc(OC)c(OC)c(OC)c3c2)cc(OC)c1OC	75	-17*	.	61	51	61	51	68
CCOC(=O)c1nn(-c2ccccc2)cc1O	100	95	101	99	101	109	99	97
COc1cc(-c2cc(/C=C3\CCc4ccccc4C3=O)[nH]n2)cc(OC)c1OC	101	80	80	90	92	102	100	84
Cc1cc(C2=NNC(=O)C(C)c3cc4c(cc32)OCO4)ccc1N (stereo not given)	115	98	116	.	104	109	105	106
N=c1c(S(=O)(=O)c2ccccc2)cc2c(=O)n3ccccc3nc2n1Cc1ccccc1	98	102	96	96	99	103	103	72
O=C(c1ccccc1)c1ccc2nc(-c3ccc(F)cc3)[nH]c2c1	69	58	60	62	82	63	54	43
C[C@H](O)C(=O)Nc1c(I)c(C(=O)NC(CO)CO)c(I)c(C(=O)NC(CO)CO)c1I	102	107	105	.	104	112	107	95
Cc1ccc(C(=O)N2CCn3c(nnc3C(F)(F)F)C2)cc1	99	99	94	95	99	99	97	91
CCN(CC)C(=O)O/N=C(/C)c1ccccc1	105	104	94	102	96	98	101	99
O=C(Nc1cc(Cl)ccc1Cl)c1ccc(C(=O)Nc2cc(Cl)ccc2Cl)cc1	97	101	101	103	96	103	104	99
More compounds.
SMILES	UACC-257	MDA-MB-435	SK-MEL-5	SK-MEL-2	A549/ATCC	SK-MEL-28	M14	UACC-62
CCCCCCCCCCCCOC(=S)CCl	112	108	92	102	85	103	94	98
O=C(Cn1c(=O)sc2nc3ccccc3nc21)Nc1ncc(Cc2ccc(Cl)c(C(F)(F)F)c2)s1	116	99	100	122	98	114	98	62
C/C(=C(/C)C1CC1CCN(C(=O)c1ccc([N+](=O)[O-])cc1)S(=O)(=O)c1ccc(C)cc1)c1ccc(-c2ccccc2)cc1 (stereo not given)	105	101	92	102	99	97	.	72
Cc1ccc(CNc2ccc(Cl)cc2)cc1	.	97	101	93	.	105	109	97
COc1cccc(-c2nc(SCC(=O)Nc3ccc(C(=O)/C=C/c4ccc(Cl)cc4)cc3)[nH]c(=O)c2C#N)c1	95	101	88	97	89	101	95	95
O=C1Cc2cc(CCN3CCN(CCOCCO)CC3)c(Cl)cc2N1Cc1ccc(-c2ccccc2-c2nn[nH]n2)cc1	81	93	100	81	87	101	93	75
COc1ccc(N=Nc2c(N)nn3c2ncc2c(=O)n(N)c(NN)nc23)cc1	97	96	95	102	98	100	101	95
NC1=NC2(CCCC2)N(c2ccc(S(=O)(=O)Nc3ccccn3)cc2)C(N)=N1	99	100	103	114	98	101	106	100
COc1ccc2c(c1OC)C(=O)O[C@@H]2[C@H]1c2c(c(C#CC#Cc3c4c(c(OC)c5c3OCO5)[C@H]([C@H]3OC(=O)c5c3ccc(OC)c5OC)N(C)CC4)c3c(c2OC)OCO3)CCN1C	.	102	96	86	66	106	93	86
CC/C(=C(/c1ccc(Cl)cc1)c1ccc(OCCN2CCOCC2)cc1)c1ccc(OC)cc1	98	97	98	82	87	104	72	88
COC(=O)C(Cc1ccccc1)n1cc(COc2nc(Cl)nc(N3CCCC3)n2)nn1 (stereo not given)	92	100	102	106	95	109	90	96
O=C1Nc2ccc(Br)cc2C12Oc1ccccc1C1CC(c3ccco3)=NN12 (stereo not given)	110	101	98	107	105	108	104	97
CCCCCCCSc1ncnc2c1ncn2C(=O)Sc1ccccc1	91	80	65	106	88	102	95	78
CC(C)CCNCCO	104	109	105	121	96	109	112	115
CC(=O)N(CCc1ccncc1)CCc1ccncc1	100	102	105	102	101	109	108	100
COC(=O)c1cc(-c2ccc(C)cc2)c(C#N)c(N)c1C#N	99	98	102	131	99	105	104	98
CC(C)(C)CC(C)(C)C1=CC(=O)C(C(C)(C)CC(C)(C)C)=CC1=O	107	109	104	99	105	109	103	103
CCCCOc1nc2cc(Cl)ccc2cc1-c1cc(-c2ccc(Cl)cc2)nc(-c2ccc(Cl)cc2)c1	101	104	106	108	101	104	105	96
COc1cccc2c1CCC1=CC(=O)CCC12C (stereo not given)	97	112	120	107	99	110	103	95
CC(=O)c1ccc(NC(=O)CSc2nc3ccccc3c(=O)n2CCc2ccccc2)cc1	65	79	75	78	72	77	87	73
CCC(=O)OCNC(=O)NNc1ccc([N+](=O)[O-])cn1	108	109	111	102	99	109	99	101
O=C(Nc1ccccc1)OCCOc1ccc(Cl)cc1Cl	101&104	93&110	91&100	94&99	86&81	105&103	107&110	87&98
C[C@@H]1[C@H](CCO)[C@H]1CCc1ccccc1	99	100	99	106	93	94	96	92
O=C1/C(=C/c2ccc(OCCCCCCOc3ccccc3Cl)cc2)N=C2SCCCN12	94	103	79	91	86	76	105	79
CCOC(=O)C(CC)(CC)C(=O)Cl	99	93	103	106	94	115	107	104

Fetched one by one from above, five records:
SMILES	UACC-257	MDA-MB-435	SK-MEL-5	SK-MEL-2	A549/ATCC	SK-MEL-28	M14	UACC-62
COc1ccc2c(c1OC)C(=O)O[C@@H]2[C@H]1c2c(c(C#CC#Cc3c4c(c(OC)c5c3OCO5)[C@H]([C@H]3OC(=O)c5c3ccc(OC)c5OC)N(C)CC4)c3c(c2OC)OCO3)CCN1C	.	102	96	86	66	106	93	86
C[C@@H]1[C@H](CCO)[C@H]1CCc1ccccc1	99	100	99	106	93	94	96	92
CCC(=O)OCNC(=O)NNc1ccc([N+](=O)[O-])cn1	108	109	111	102	99	109	99	101
O=C(Nc1ccccc1)OCCOc1ccc(Cl)cc1Cl	101&104	93&110	91&100	94&99	86&81	105&103	107&110	87&98
NC1=NC2(CCCC2)N(c2ccc(S(=O)(=O)Nc3ccccn3)cc2)C(N)=N1	99	100	103	114	98	101	106	100

The listing continues.
SMILES	UACC-257	MDA-MB-435	SK-MEL-5	SK-MEL-2	A549/ATCC	SK-MEL-28	M14	UACC-62
[N-]=[N+]=NCc1cccc(/C(O)=C/C(=O)C(=O)O)c1	100	140	106	73	94	82	118	92
O=C(O)[C@H]1O[C@@H](n2cnc3c(=O)[nH]cnc32)[C@H](O)[C@@H]1O	98	103	101	108	105	108	103	106
CO[C@]1(CO)O[C@@H](n2ccc(=O)[nH]c2=O)[C@@H](F)[C@@H]1O	73	96	98	98	77	99	92	86
CC(=O)[C@H]1C[C@H](O)[C@H]2[C@@H]3CCC4=CC(=O)CC[C@]4(C)[C@H]3C[C@H](O)[C@@]21C	104	106	103	110	102	99	106	101
CCc1ccc(Cn2c(=O)nc(SC)[nH]c2=O)cc1	98	110	106	105	97	108	105	104
Nc1nc2[nH]cc(CCc3ccc(C(=O)N[C@@H](CCc4nn[nH]n4)c4nn[nH]n4)cc3)c2c(=O)[nH]1	100	110	102	103	100	114	99	101
Cc1nc2ccc(Cl)cn2c1C(=O)NCc1ccc(OCc2cn(Cc3ccc(Br)cc3)nn2)cc1	92	97	98	97	87	98	95	85
CCOC(=O)c1nnn(-c2nonc2N)c1-c1cc(OC)c(OC)c(OC)c1	110	107	.	93	104	111	119	100
CC(=O)Oc1ccccc1C(=O)Oc1ccc(C(C)=O)cc1	119	106	100	112	112	110	105	100
Cc1cc(C)c2[nH]c(=O)c(C(c3nnnn3Cc3ccc(F)cc3)N3CCN(C4CCCCC4)CC3)cc2c1 (stereo not given)	96	95	92	105	86	96	95	95
Cc1ccc(S(=O)(=O)NCCNc2cc(-c3cn(C(C)(C)C)nc3-c3cccc(F)c3)ccn2)cc1	100	93	68	115	78	101	97	85
CCN(CC)c1ccc2cc(C(Nc3ccc(OC)cc3)c3nnnn3C(C)(C)C)c(=O)oc2c1 (stereo not given)	97	99	93	97	88	104	113	78

Compound profiles (already shown).
Entry for CO[C@]1(CO)O[C@@H](n2ccc(=O)[nH]c2=O)[C@@H](F)[C@@H]1O = UACC-257 = 73; MDA-MB-435 = 96; SK-MEL-5 = 98; SK-MEL-2 = 98; A549/ATCC = 77; SK-MEL-28 = 99; M14 = 92; UACC-62 = 86
Entry for [N-]=[N+]=NCc1cccc(/C(O)=C/C(=O)C(=O)O)c1 = UACC-257 = 100; MDA-MB-435 = 140; SK-MEL-5 = 106; SK-MEL-2 = 73; A549/ATCC = 94; SK-MEL-28 = 82; M14 = 118; UACC-62 = 92
Entry for CCOC(=O)c1nnn(-c2nonc2N)c1-c1cc(OC)c(OC)c(OC)c1 = UACC-257 = 110; MDA-MB-435 = 107; SK-MEL-5 = .; SK-MEL-2 = 93; A549/ATCC = 104; SK-MEL-28 = 111; M14 = 119; UACC-62 = 100

Compounds as they come; overall some 11% were active at least once.
